From PubChem
ERK EGF block – EGF-driven ERK pathway inhibition. HEK293-V1b, EGF-stimulated phospho-ERK AlphaScreen. Potency, µM (highest dose often 11.5 µM), for the others: top-dose activity change, negative = inhibition, hits mostly inhibitors. actives 0.41% (n = 130,000). AID 1454; active = well fitted inhibition curve with a large enough effect; inconclusive = small, poorly fitted or top-dose-only effect, or effect the other way;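 note: plate controls were stimulated vehicle wells for no effect and unstimulated vehicle basal for full effect; nearly all actives have a fitted effect of over 55% in size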
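Concentration-response of compounds against EGF-driven ERK phosphorylation in V1b-expressing HEK293 cells; 30 min preincubation, 5 min EGF, AlphaScreen detection; Normalized to DMSO basal and 25 nM EGF.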
* = called active by the depositor; ? = inconclusive; [ ] = remark or other dose. Potency is the fitted concentration of half-maximal effect. The list is partial; count on the stated rates, not on these rows.

The opening 6 entries, ahead of the listing:
SMILES	ERK EGF block
CC(=O)Oc1ccc(C(c2ccc(OC(C)=O)cc2)c2ccccn2)cc1	-2%[57.5 µM]
CCOC(=O)C1C(=O)C=C(c2cccc(NS(C)(=O)=O)c2)CC1c1ccco1 (stereo not drawn)	2%
CCN1CCN(CCNC(=O)c2ccc(/C=C3/Sc4ccccc4N(Cc4cccc(C)c4)C3=O)cc2)CC1	2%[57.5 µM]
CCOc1ccc(C(=O)c2cnc3ccccc3c2N2CCN(CC)CC2)cc1	14%
CCOC(=O)c1cnn(CCOC(=O)c2ccc(F)cc2)c1NC(=O)c1ccc(F)cc1	2%
Cc1cccc(N2CCN(S(=O)(=O)c3cccc4nonc34)CC2)c1C	5%

The list itself (from the top)
SMILES	ERK EGF block
CC(=O)Oc1ccc(C(c2ccc(OC(C)=O)cc2)c2ccccn2)cc1	-2%[57.5 µM]
CCOC(=O)C1C(=O)C=C(c2cccc(NS(C)(=O)=O)c2)CC1c1ccco1 (stereo not drawn)	2%
CCN1CCN(CCNC(=O)c2ccc(/C=C3/Sc4ccccc4N(Cc4cccc(C)c4)C3=O)cc2)CC1	2%[57.5 µM]
CCOc1ccc(C(=O)c2cnc3ccccc3c2N2CCN(CC)CC2)cc1	14%
CCOC(=O)c1cnn(CCOC(=O)c2ccc(F)cc2)c1NC(=O)c1ccc(F)cc1	2%
Cc1cccc(N2CCN(S(=O)(=O)c3cccc4nonc34)CC2)c1C	5%
N#C/C(=C\c1cccs1)C(=O)NCc1ccccc1	-7%
CS(=O)(=O)c1cccc(NC(=O)C2CC2)c1	-3%
O=C(Nc1nnc(Cc2ccccc2)s1)c1cnccn1	-3%
CC1(C)CC(=O)C=C(NNC(=O)C2CCCCC2)C1	14%
NC(=O)CSc1nnc2ccc(-c3ccco3)nn12	-2%
OCCC1CN(C2CSCCSC2)CCN1Cc1ccccc1 (stereo not drawn)	-3%[57.5 µM]
CSc1nnc(-c2ccc(C(F)(F)F)nc2C)o1	10%[57.5 µM]
O=C1c2ccccc2C(=O)N1CCCCN(C(=O)c1cc([N+](=O)[O-])ccc1Cl)c1ccc(Cl)cc1	1%
COc1ncc2nc(-c3cc(F)cc(F)c3)c(=O)n(CCc3ccccc3)c2n1	?
C/C(CC(=O)NC(C)(C)C)=N\NC(=O)c1ccccc1N	-5%
COc1ccc(Cc2nnc(SCc3ccc([N+](=O)[O-])cc3)o2)cc1	-9%
Cc1ccc(S(=O)(=O)NCCCNc2ccc([N+](=O)[O-])cc2)cc1	-3%
O=C(NCc1cccs1)c1cccnc1Cl	3%
COc1cc2c3nnc(-c4ccccc4)c-3cn(Cc3ccc(F)cc3)c2cc1OC	-7%
CN(Cc1ccccc1)S(=O)(=O)c1ccc(Cl)c(C(=O)OCC(N)=O)c1	-19%[57.5 µM]
O=C1CCCc2ccccc2N1Cc1ccccc1	-3%
O=C(/C=C/c1ccc(O)cc1)c1cccs1	11%
Cc1cc(N)n2nc(C(F)(F)F)nc2n1	7%
CCc1ccccc1NC(=O)CSc1nnc(CCNC(=O)OC(C)(C)C)o1	-2%[57.5 µM]
CC1(C)Cc2c(sc3c2c(=O)n(-c2ccc(Cl)cc2)c(=O)n3CC(N)=O)CO1	39%[57.5 µM]
CC(C)OCCCn1c(-c2ccc(Br)cc2)c[nH]c1=S	-2%
Cc1ccc(S(=O)(=O)Oc2cccc(/C=N/n3cnnc3)c2)cc1	-6%
CN1CCN(Cc2nc(Cc3cccc(F)c3)no2)CC1c1ccccc1 (stereo not drawn)	-14%
COC(=O)/C(=C/c1cn(C(C)=O)c2ccccc12)[N+](=O)[O-]	-13%[57.5 µM]

SMILES	ERK EGF block
COc1ccc(CN2CCOCCOCCOCCOCC2)cc1	7%[57.5 µM]
CC(C)CCN1CCN(Cc2cn[nH]c2C2CCCCC2)CC1CCO (stereo not drawn)	-5%
CC1CCCN(C(=O)c2cc3c(-c4ccc(Cl)cc4)nn(C)c3s2)C1 (stereo not drawn)	18%
CC1CCN(C(=O)Oc2ccccc2)CC1	0%[57.5 µM]
COCc1cc(C)nc(N/N=C/c2ccc(Cl)c(Cl)c2)c1C#N	7%
CC(C)C(NC(=O)c1ccc(F)cc1)C(=O)OCC(=O)N1CC(=O)Nc2ccccc21 (stereo not drawn)	-11%
O=S(=O)(c1ccc(OCC(O)CNC23CC4CC(CC(C4)C2)C3)c(Cl)c1)N1CCOCC1 (stereo not drawn)	-1%
Cc1cccc(NC(=O)C2CCCN(S(=O)(=O)c3ccc4c(c3)oc(=O)n4C)C2)c1 (stereo not drawn)	-4%[57.5 µM]
CNC(=O)COC(=O)/C=C/c1ccco1	1%
CCn1cc(/C=N\NC(=O)c2ccc(Cl)cc2)cn1	10%
C/C(=N\OCC(=O)Nc1nc2ccccc2s1)c1ccccc1	7%
O=C(c1ccc(Cl)nc1)N1CCN(S(=O)(=O)c2ccccc2)CC1	-4%[57.5 µM]
C[C@H](Cc1ccc(O)c(O)c1)[C@@H](C)Cc1ccc(O)c(O)c1	16%
CCc1ccc(NC(=O)Cn2nnc(C(=O)NCc3cccs3)c2N)cc1	0%
CNc1nc(C23CC4CC(CC(C4)C2)C3)cs1	-8%
Cc1ccc(NC(=O)Nc2ccccc2)cc1[N+](=O)[O-]	?
COC(C/C=C\[C@@H](O)COCc1ccccc1)OC	8%[57.5 µM]
Cc1ccc2nc(NC(=O)Cn3nc(C)c([N+](=O)[O-])c3C)sc2c1	-4%
COC(=O)[C@@]1(Cc2ccc(F)cc2)[C@H]2c3cc(C(=O)N(C)C)n(CCN4CCOCC4)c3C[C@H]2CN1C(=O)c1ccccc1	-1%
Cc1ccc(CNc2oc(-c3ccco3)nc2C#N)cc1	16%
C/C=C/C=C/C(=O)OCC(=O)Nc1ccc(Cl)cc1	?
Cc1cc2nccc(-c3cccnc3)n2n1	4%
CCOc1cc(C2NC(=O)NC(c3ccccc3)=C2C(C)=O)ccc1OC(C)=O (stereo not drawn)	?
CCn1cc(C(=O)O)c(=O)c2cc(F)c(N3CCN(C(=S)Nc4ccc(OC)cc4)CC3)cc21	-6%[57.5 µM]
CC1CCCN(C(=O)C2CCN(CC(C)c3ccccc3)CC2)C1 (stereo not drawn)	-5%
CCC(=O)O[C@]1(C(=O)CCl)[C@@H](C)C[C@H]2[C@@H]3CCC4=CC(=O)C=C[C@]4(C)[C@@]3(F)[C@@H](O)C[C@@]21C	-16%[57.5 µM]
CC(C(=O)NCc1ccccn1)c1ccc([N+](=O)[O-])cc1 (stereo not drawn)	-29%
O=C(CCC(=O)c1cccs1)NCc1ccccc1	0%
CCOc1ccc(N(CC(=O)N2CCC(Cc3ccccc3)CC2)S(C)(=O)=O)cc1	6%
C=CCNC(C(=O)Nc1cccc(OC)c1)c1ccccc1 (stereo not drawn)	0%

SMILES	ERK EGF block
COCCNC(=S)N(CCc1c(C)[nH]c2ccc(F)cc12)Cc1cccs1	11%
COCCNc1nc(C)nc2c1nc(-c1ccccc1)n2CCN1CCCCC1	-4%
O=C(N/N=C/c1ccc(OC(F)F)cc1OC(F)F)c1ccc(Br)cc1	29%
CCN(CC)c1ccc(/C=N/N2CCOCC2)c(O)c1	8%
CC(=O)NC(CCCN1C(=O)c2ccccc2C1=O)c1nnn(C)n1 (stereo not drawn)	6%
CCOC(=O)N1CCN(S(=O)(=O)c2ccc(C)cc2)C1	-6%[57.5 µM]
Cc1ccc(C(=O)NNC(=O)CNc2cccc(Cl)c2)cc1	2%
COc1ccc(CSc2nnc(NC(C)=O)s2)cc1[N+](=O)[O-]	-5%
COc1ccc(-c2csc3ncn(-c4cccc(C)c4)c(=O)c23)cc1OC	-8%
CC1CCCCN1C(=O)Nc1ccccc1Cl (stereo not drawn)	8%
Cc1ccc(NC(=O)N2CCCn3c(SCC(=O)c4ccccc4)nnc32)cc1	-3%[57.5 µM]
O=c1[nH]c2ccccc2nc1C(F)(F)F	4%[57.5 µM]
O=C1OCCC1Sc1nnnn1-c1ccc(Cl)cc1 (stereo not drawn)	-15%[57.5 µM]
C=CCn1c(SCC(=O)c2c(C)[nH]c3ccccc23)nnc1-c1ccncc1	0%
CC(C)C1/C(=N/O)CC(c2ccccc2)NC1c1ccccc1 (stereo not drawn)	-11%[57.5 µM]
CCCCNC(=O)CNC(=S)N(Cc1ccc(C)cc1)Cc1ccco1	-5%
O=C(/C=C/c1c(F)cccc1Cl)c1ccc(O)cc1	-7%[57.5 µM]
COc1cccc(CC2(CO)CCN(C(=O)NCCc3ccccc3)CC2)c1	-6%
O=C(O)c1ccc(/C=C/c2nc3sc4c(c3c(=O)[nH]2)CCC4)cc1	5%
CCCCn1c(-c2csc(CC)c2)n[nH]c1=S	14%
CC1CCc2cc(F)ccc2N1S(=O)(=O)c1ccc(Cl)nc1 (stereo not drawn)	10%
CC(C)(C)OC(=O)NCCCCCNC(=O)c1[nH]cnc1C(=O)N[C@@H](CCCCNC(=O)OC(C)(C)C)C(=O)OC(C)(C)C	-18%[57.5 µM]
CCOCC(=O)Nc1sc2c(c1C(=O)OCC)CCCC2	3%
OC1C=C2CCN3Cc4cc5c(cc4C(C1O)C23)OCO5 (stereo not drawn)	4%
COc1ccc(-n2c(O)c(/C=N/NS(=O)(=O)c3ccc(C)c([N+](=O)[O-])c3)c3ccccc3c2=O)cc1OC	-3%
CCc1nc(SCC(=O)OC(C)C)c2ccccc2n1	5%
N#Cc1cc(Oc2ccccc2)c(-n2nnc3ccccc32)cc1C#N	3%
Cc1cc(C(=O)Nc2ncc(C)s2)c2ccccc2n1	-1%
CCCCCc1ccc(OCCCC[n+]2cccc(C)c2)c(CCCCC)c1	2%
O=C(/C=C/c1cccc(O)c1)c1ccc(N2CCOCC2)cc1	-6%[57.5 µM]

A stretch of the results above, as a working copy:
SMILES	ERK EGF block
CCCCCc1ccc(OCCCC[n+]2cccc(C)c2)c(CCCCC)c1	2%
O=C(/C=C/c1cccc(O)c1)c1ccc(N2CCOCC2)cc1	-6%[57.5 µM]

Later entries:
SMILES	ERK EGF block
COc1c(S(=O)(=O)Nc2cccnc2)ccc(Cl)c1Cl	9%
CCN(c1ccccc1)c1cc(C)nc2nc(C)nn12	7%
CCCn1nc(NC(=O)c2ccco2)c2cc3ccccc3nc21	-9%
O=C(NCCCc1ccccc1)C1CC(=O)N(c2ccc3c(c2)OCCO3)C1 (stereo not drawn)	2%
CCN(CC)c1ccc(NC(=O)c2ccccc2)cc1S(=O)(=O)Nc1ccccc1OC	5%
O=C(O)c1cccc(NC(=O)c2ccc3c(c2)C(=O)N(Cc2ccco2)C3=O)c1	-4%
COc1ccccc1/C=N/NC(=O)c1ccc(NC(=O)c2cccc([N+](=O)[O-])c2)cc1	24%
COC(=O)c1ccc(C(=O)OC)c(NC(=O)CN(c2ccccc2)S(=O)(=O)N(C)C)c1	10%
Cc1ccc(C)n1-c1ccc(C(=O)NCc2cccnc2)cc1	-4%
Cc1ccc(S(=O)(=O)N2CCN(Cc3ccsc3)CC2)cc1	11%
COc1cc(OC)c(C(=O)OC(C)C(=O)Nc2cccc(C(F)(F)F)c2)cc1OC (stereo not drawn)	6%
C=CCn1c(SCC(=O)c2[nH]c(C)c(C(=O)OCC)c2C)nc2scc(-c3ccc(OC)c(OC)c3)c2c1=O	3%
COc1cc(/C=N/NC(=O)c2cccnc2)ccc1OCC(=O)Nc1ccccc1Cl	-7%
COC(=O)c1cccc(NC(=S)Nc2ccccc2Cl)c1	1%[57.5 µM]
COc1ccc(C(=O)NC(=S)Nc2ccc(CN3CCOCC3)cc2)cc1OC	?
CC12CCC(C(=O)Nc3cc(Cl)ccc3Cl)(C(Br)C1=O)C2(C)C (stereo not drawn)	-1%
CCCCC/C=C\C/C=C\C/C=C\CC1OC1CCCC(=O)O (stereo not drawn)	-6%
COc1cccc(CN2CCN(Cc3ccc4c(NC(C)=O)cccc4n3)CC2CCO)c1 (stereo not drawn)	-4%
Cc1cc(S(=O)(=O)n2ccnc2)c(Cl)cc1Cl	-7%
CCOC(=O)COc1cccc2c(=O)n(CC(=O)NCCc3ccc(OC)c(OC)c3)ccc12	-2%
O=C(NCCCN1CCCC1=O)c1cccc(Oc2ccccc2)c1	-10%
CCn1c(=O)c(C(=O)CN2CCN(S(=O)(=O)c3ccc(C)cc3C)CC2)c(N)n(Cc2ccccc2)c1=O	4%
CCOc1ccc(CC(=O)NCc2ccc3c(c2)cc(C)n3C)cc1	8%
COc1cc(/C=N/Nc2ccc(C(F)(F)F)cn2)ccc1O	-9%
O=C1CC(N2CCOCC2)C(=O)N1c1ccc(Cl)cc1 (stereo not drawn)	-3%[57.5 µM]
Cc1ccc(C=Nc2ccccc2C(N)=O)s1	-5%
Cc1cc(O)ccc1N/C=C1\CCCC1=O	0%
CCOC(=O)C1CCCN(C(=O)/C=C/c2cc(OC)c(OC)c(OC)c2)C1 (stereo not drawn)	6%
O=C(c1ccc(-c2ccc([N+](=O)[O-])cc2)o1)N1CCCCC1	1%
Cc1ccc(C)c(NC(=S)N/N=C/C(C)c2ccccc2)c1 (stereo not drawn)	-1%

SMILES	ERK EGF block
CCOc1ccc(NC(=O)CN(C)S(=O)(=O)c2cnc[nH]2)cc1	5%
CC1CCCC(C)N1C(=O)c1cc2ncc(CCCl)cn2n1 (stereo not drawn)	-1%
CCN1C(=O)[C@H]2[C@H]3[C@H](O)[C@H](O)C/C(=N\OC[C@@H](C)[C@H](OCc4ccccc4)C(C)C)[C@@H]3CC[C@H]2C1=O	3%
CCOC(=O)c1c(NC(=O)CS(=O)(=O)c2cn(CC)c3ccccc23)sc2c1CCCC2	2%
COc1cc(C(=O)NCCC(=O)NC(C)C)cc(OC)c1OC	-11%
